# EPAC2 antagonist: antagonists of human EPAC2 | EPAC2 GEF exchange of Rap1B-BODIPY-GDP, fluorescence | Potency, µM (highest dose often 114 µM), for the others: top-dose activity, negative = inhibition, hits mostly inhibitors | 360,000 tested, 0.18% active; further: potency means the concentration at half of the fitted maximal effect; on the % scale 0 is the no-effect control and ±100 the full control effect; nearly all actives have a fitted effect of over 45% in size; many of its hits are not listed in these tables
# D3 antag: blocks the human D3 dopamine receptor; D3R cells, DiscoveRx beta-arrestin luminescence, antagonist mode; active compounds read low; max response, negative = inhibition, %; 360,000 tested, 2.5% active; AID 652054; in the data active means max response below about -50%; inconclusive means no clear call, values can overlap the other calls; further: on the % scale 0 is the no-effect control and ±100 the full control effect; mostly tested at two doses, the higher about 12 µM
# Target sequence (P35462 whole entry, looked up): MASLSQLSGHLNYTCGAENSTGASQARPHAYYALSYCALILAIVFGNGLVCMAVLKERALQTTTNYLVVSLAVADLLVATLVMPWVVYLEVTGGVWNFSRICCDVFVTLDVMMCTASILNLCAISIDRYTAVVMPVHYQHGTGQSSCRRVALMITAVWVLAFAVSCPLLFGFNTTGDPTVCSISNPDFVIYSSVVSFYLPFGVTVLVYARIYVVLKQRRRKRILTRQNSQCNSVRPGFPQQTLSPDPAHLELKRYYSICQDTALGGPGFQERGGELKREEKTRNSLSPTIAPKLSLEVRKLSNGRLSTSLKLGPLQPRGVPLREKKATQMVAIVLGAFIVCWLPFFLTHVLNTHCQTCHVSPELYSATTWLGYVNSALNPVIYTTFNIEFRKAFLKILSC
#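 Cells expressing the human receptor were seeded at 1500 cells/well, incubated overnight at 37 degrees C in 5% CO2, then exposed to library compounds with dopamine controls for 90 minutes at 37 degrees C before luminescent detection.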
# aSyn yeast inh: inhibitors of alpha-synuclein toxicity in yeast; Yeast expressing alpha-synuclein, growth rescue, BacTiter-Glo, 24 h; Potency, µM (highest dose often 46.1 µM), without a hit: at the highest dose growth rescue (activation), usual class: activators; 370,000 tested, 0.14% active; further: potency means the concentration at half of the fitted maximal effect; % of control where 0% means no effect; nearly all actives have a fitted effect of over 65% in size
#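 Screening used galactose-induced yeast with toxic alpha-synuclein levels, exposed to compound for 24 hr at 30 deg C. Cell growth, read with BacTiter-Glo luminescence, gave the measured signal.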
# FUS yeast rescue: FUS proteinopathy suppression in yeast; AID 1347120; 390,000 tested, 0.24% active; Potency, µM (series often up to 76.6 µM), for inactives: at the highest dose growth rescue (activation), actives largely listed as activators; S. cerevisiae FUS-expressing, growth rescue, OD600, 24 h;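 further: potency means the concentration at half of the fitted maximal effect; plate controls were DMSO vehicle for no effect and reference control for full effect; nearly all actives have a fitted effect of over 55% in size; some results filed as inactive show a strong effect at the top dose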
#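 Cultures pregrown in 2.5% raffinose medium are shifted to minimal medium containing 2% galactose to express toxic FUS. Compounds are tested at several concentrations. After 24hr at 30C, growth is quantified at 600 nm absorbance.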
# TDP-43 yeast inh: rescues yeast growth from TDP-43 toxicity; Potency, µM (top dose mostly 46.1 µM), for the others: top-dose growth rescue (activation), usual class: activators; 410,000 tested, 1.8% active; TDP-43 expressing yeast growth rescue, BacTiter-Glo, 24 h; further: potency means the concentration at half of the fitted maximal effect; % of control where 0% means no effect; nearly all actives have a fitted effect of over 50% in size
#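 Yeast cells expressing TDP-43 under galactose induction are exposed to compounds for 24 hr at 30 deg C. BacTiter-Glo luminescence measures growth, so protective compounds score as activators.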
# D3 ag: agonists of human D3 dopamine receptor; 410,000 tested, 0.58% active; max activation, %; AID 652048; D3R DiscoveRx beta-arrestin cells, luminescence, 90 min; in the data active means max activation above about 30%; further: 0% is about no effect; mostly tested at two doses, the higher about 12 µM
#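 Cells at 1500/well, incubated overnight, then treated with pinned compounds (dopamine as control) for 90 min at 37 degrees C. DiscoveRx reagent added for 30 - 60 minutes at room temperature; luminescence read.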
# Abeta yeast res: A-beta toxicity reversal in yeast; Potency, µM (top dose mostly 46.1 µM), inactives show at the top dose growth rescue, hits mostly activators; yeast expressing A-beta42, growth rescue, OD600, 48 h; response scale: 0% DMSO, 100% iron-clioquinol control; 410,000 tested, 0.063% active; AID 1347071; further: potency means the concentration at half of the fitted maximal effect; nearly all actives have a fitted effect of over 55% in size
#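 Growth rescue measured by 600 nm absorbance after 48 h yeast culture at 30 C with compound. Values normalized between DMSO and an equimolar ferric chloride plus clioquinol control.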
# EPAC2 agonist: EPAC2 (human) agonism; Potency, µM (highest dose often 154 µM), without a hit: at the highest dose activation, usual class: activators; Q8WZA2; AID 720711; 360,000 tested, 0.079% active; EPAC2 activation, biochemical qHTS; response scale: 100% = 6.5 mM cAMP response; further: potency means the concentration at half of the fitted maximal effect; nearly all actives have a fitted effect of over 50% in size
#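 EPAC2 (100 nM) mixed with Rap1B loaded with BODIPY-GDP (250 nM) plus 50 uM unlabeled GDP; compounds pinned in, 5 min RT, then read every 5 min for 30 min (ex 480, em 540 nm). Normalized to cAMP control.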
# * = called active by the depositor; ? = inconclusive; · = not tested or not shown; & = joins results of further samples; [ ] = another dose, or the depositor's remark. Unless noted, the call rests on the fitted dose curve; in most records, active means well fitted curve in the direction sought with a large enough effect; inconclusive means small, poorly fitted or top-dose-only effect, or another doubt; inactive means no such curve, though single readings can be large; an effect the other way counts as inactive or inconclusive. These rows are one share of the data, so the mix of outcomes need not match the whole.
SMILES,EPAC2 antagonist,D3 antag,aSyn yeast inh,FUS yeast rescue,TDP-43 yeast inh,D3 ag,Abeta yeast res,EPAC2 agonist
COc1ccc(NC(=O)COC(=O)C2CC2)c(OC)c1,4%,-3,2%,-9%,20%,2,-3%,7%
O=C(CN1CCN(S(=O)(=O)c2ccc(Cl)cc2)CC1)Nc1ccc(N2CCOCC2)cc1,8%,0,1%,·,1%,0,-5%,-2%
COc1ccc(C=O)cc1CN1CCCN(Cc2ccc(Cl)cc2)S1(=O)=O,-2%,20,24%,28%,-21%,-9,10%,-2%
CC(C)CNC(=O)CC(=O)N/N=C/c1cccs1,-1%,7,-8%,1%,-9%,-2,-4%,-3%
COc1cc(CCC(=O)OCC(=O)Nc2cccc(S(N)(=O)=O)c2)cc(OC)c1OC,3%,12,-3%,8%,-5%,3,13%,-2%
CN(C(=O)COC(=O)/C=C/c1cccc([N+](=O)[O-])c1)C1CCS(=O)(=O)C1 (stereo not given),-5%,2,6%,15%,-14%,6,2%,-5%
Cc1ccccc1NC(=S)NC(=O)COc1ccccc1C,-11%,11,-10%,-22%,21%,5,?,12%
COc1ccc(N(CC(=O)Nc2cccc(Cl)c2)S(=O)(=O)c2c(C)[nH]c(=O)[nH]c2=O)cc1,·,·,·,20%,16%,6,4%,·
OC(C#Cc1ccccn1)c1cccs1 (stereo not given),12%,-7,1%,28%,-8%,-17,-16%,7%
Cc1ccc(NC(=O)NCCOCCn2c(=O)oc3ccccc32)cc1F,·,·,·,-3%,14%,-9,-8%,·
CCOC(=O)c1cc2c(c(-c3cccc(C#Cc4ccc(OC)c(OC)c4)c3)n1)[C@@H](CCO)N(S(=O)C(C)(C)C)C2 (stereo not given in full),9%,7,-2%,?,-26%,8,-14%,8%
CCOC(=O)C1(CCOc2ccccc2)CCN(CCCn2cccn2)CC1,30%[activator],?,-2%,15%,-19%[0.397 µM],-23,-17%,0%
CCN(CC)c1ccc(C(=O)NNC(=O)CNC(=O)c2cccs2)cc1,0%,-19,-11%,-9%,4%,-3,-13%,9%
CCOc1ccc(S(=O)(=O)NCc2ccncc2)cc1,11%[57.1 µM],34,-6%,5%,6%,9,11%,-11%
Cc1nn(C(C)(C)C)c(OC(=O)c2ccc3c(c2)OCO3)c1S(=O)(=O)c1ccccc1,-4%,?,4%,-17%,24%,6,0%,16%
COc1ccccc1C(=O)NC(CCSC)C(=O)NNC(=O)c1ccccc1C (stereo not given),-5%,0,-11%,-3%,-2%,1,2%,2%
CCCNC(=S)N1CCN(c2nc(-c3cccc(OC)c3)cs2)CC1,-2%,0,-27%,20%,?,0,22%,11%
CC(C)(C)OC(=O)C[C@@H]1C/C=C\C[C@H](CC(=O)N(CCO)Cc2ccccc2)C(=O)N[C@H](C(C)(C)C)COC1=O,-4%,37,-2%,22%,16%,-1,-2%,-5%
Cc1c(S(=O)(=O)N2CC(C)CC(C)C2)c(=O)n(C)c(=O)n1C (stereo not given),-5%,8,-10%,·,-12%,0,9%,4%
Cc1ccc(C)c(NC(=O)c2ccccc2Sc2ccc([N+](=O)[O-])cc2Cl)c1,7%,4,8%,-11%,-7%,3,-7%,3%
OC(c1ccccc1)(c1ccccc1)C1CCN(CCCOc2ccc3c(c2)CCCC3)CC1,-16%,-17,-24%,39%,5%,5,0%,18%
CCc1ccc(Nc2nc3c(S(=O)(=O)c4cccc(Cl)c4)nnn3c3ccsc23)cc1,·,·,·,-9%,1%,-2,-1%,·
COCCNC(=O)/C(C#N)=C/C(C)=C/c1ccccc1,12%,42,1%,·,-7%,3,15%,2%
CC(C)CC1C(C#N)=C(N)Oc2n[nH]c(-c3ccccc3)c21 (stereo not given),-12%,-23,0%,13%,13%,1,-12%,-5%
COC(C[C@@H]1O[C@H]1C(=O)COCc1ccccc1)OC,3%,-27,-1%,-16%,9%,-15,3%,17%

# Remaining list, next part
SMILES,EPAC2 antagonist,D3 antag,aSyn yeast inh,FUS yeast rescue,TDP-43 yeast inh,D3 ag,Abeta yeast res,EPAC2 agonist
O=C(COc1ccc(Cl)cc1[N+](=O)[O-])N/N=C/c1cccs1,-9%,-8,?,-22%,-3%,-4,-9%,5%
Cc1ccc(=O)n(C(C(=O)NCc2ccco2)C(=O)c2ccc(F)cc2)c1 (stereo not given),0%,-17,3%,-9%,-2%,-1,5%,-2%
Cn1nc(-c2ccc(N3CCCCC3)c(NC(=O)c3ccco3)c2)c2ccccc2c1=O,-11%,15,1%,·,20%,2,-25%,1%
Cc1ccc(NS(=O)(=O)c2ccc(OCC(=O)NCc3ccco3)cc2)cc1,-7%,-25,0%,3%,5%,7,7%,1%
COc1ccc(CN2C(=O)C(CC(=O)NC3CCCC3)CC(C(=O)N3CCOCC3)=C2C)cc1 (stereo not given),5%,0,-2%,-6%,2%,-5,-12%,5%
COc1ccc(CNC(=O)CCC(=O)Nc2nnc(CC(C)C)s2)cc1,2%,-6,-8%,3%,-13%,-6,-16%,14%
CCCOc1ccc(C(=O)Nc2ccc(S(=O)(=O)NC3=NCCCCC3)cc2)cc1,10%,-15,-1%,45%,1%,-6,7%,13%
Cc1ccc(Oc2c(C)nc(-c3ccccc3)[nH]c2=O)cc1,1%,-6,-8%,7%,-6%,0,-6%,7%
CCOc1ccc(N2C(=O)CC(N3CCN(c4ccccc4F)CC3)C2=O)cc1 (stereo not given),12%,0,10%,0%,6%,1,15%,-8%
CCN(CC)c1ccc(S(=O)(=O)N2CCCCC2)cc1NC(=O)CN1C(=O)NC2(CCCC2)C1=O,-7%,-4,1%,29%,20%,-10,13%,4%
Cc1ccccc1-n1c(=O)cc(N2CCc3ccccc3C2)[nH]c1=O,9%,-14,-5%,?,-12%,-9,7%,9%
CCOC(CNC(=O)c1[nH]c(C(F)(F)F)nc1-c1ccccc1)OCC,18%,-5,-3%,-20%,?,-1,5%,5%
CC1CCCC(NC(=O)CCC(=O)NCc2ccccc2)C1C (stereo not given),-3%,16,8%,-11%,7%,1,14%,1%
O=C(Nc1ccccc1)N1CCN(C2c3ccccc3-c3ccccc32)CC1,-1%,-18,2%,24%,3%,5,7%,0%
CC(CN1CCCCC1)OC(=O)c1ccc2c(c1)OCO2 (stereo not given),5%,-15,1%,-21%,10%,-18,17%,-11%[15.6 µM]
O=C(NCC1CCCO1)C1CCC(CNS(=O)(=O)c2ccccc2)CC1 (stereo not given),46%[activator][57.1 µM],-1,-27%,-19%,-24%,-12,-7%,11%
CCN(CC)C(=O)CSc1nc2c(sc(=S)n2-c2ccccc2)c(=O)n1-c1ccccc1OC,-1%,2,6%,?,-9%,-17,-6%,2%
CCN(CC)CCNC(=O)c1ccc(NC(=O)Nc2cccc3ccccc23)cc1,-2%,0,-4%,19%,8%,-7,-1%,4%
CCCC(=O)N(CC(=O)Nc1sc(C)c(C)c1C(N)=O)Cc1ccccc1,2%,3,0%,1%,11%,2,5%,6%
CCOC(=O)C(=O)CC(=O)c1ccc2c(c1)OCCO2,-3%,-10,1%,-17%,-37%[inhibitor],1,2%,4%
CCOC(=O)c1nc(Nc2ccc(Nc3ccccc3)cc2)c2ccccc2n1,-11%,73,0%,32%,24%,7,-26%,10%
Cc1ccc(C)c(N2CCN(S(=O)(=O)c3ccc(-c4cc(C)no4)s3)CC2)c1,-9%,?,-6%,20%,9%,-6,·,8%
CN1CCN(CCCNC(=O)c2cnn(-c3ccccc3)c2C2CCN(C(=O)OC(C)(C)C)CC2)CC1,·,·,·,12%,-7%,-14,-14%,·
CCN(CC)S(=O)(=O)c1cccc(-c2nnc(SCC(=O)NC3CCCCCCC3)n2N)c1,-5%,-7,6%,43%,24%,5,2%,-12%
CCC(=O)Nc1ccc(S(=O)(=O)Nc2ccccn2)cc1,-11%,-4,1%,8%,-26%,-6,-1%,10%

# Reformatted tab-delimited: 4 of the compounds above
structure	EPAC2 antagonist	D3 antag	aSyn yeast inh	FUS yeast rescue	TDP-43 yeast inh	D3 ag	Abeta yeast res	EPAC2 agonist
CC1CCCC(NC(=O)CCC(=O)NCc2ccccc2)C1C (stereo not given)	-3%	16	8%	-11%	7%	1	14%	1%
O=C(Nc1ccccc1)N1CCN(C2c3ccccc3-c3ccccc32)CC1	-1%	-18	2%	24%	3%	5	7%	0%
CC(CN1CCCCC1)OC(=O)c1ccc2c(c1)OCO2 (stereo not given)	5%	-15	1%	-21%	10%	-18	17%	-11%[15.6 µM]
O=C(NCC1CCCO1)C1CCC(CNS(=O)(=O)c2ccccc2)CC1 (stereo not given)	46%[activator][57.1 µM]	-1	-27%	-19%	-24%	-12	-7%	11%

# (next part)
SMILES,EPAC2 antagonist,D3 antag,aSyn yeast inh,FUS yeast rescue,TDP-43 yeast inh,D3 ag,Abeta yeast res,EPAC2 agonist
CC(OC(=O)c1cccnc1Cl)C(=O)NCc1ccccc1 (stereo not given),12%,3,-2%,-15%,10%,6,-16%,-3%
CCc1nnc(NC(=O)c2ccc(Br)c(S(=O)(=O)N3CCOCC3)c2)s1,20%,-8,-5%,18%,-13%,-4,-15%,11%
O=C(C1CC(=O)N(c2ccc3c(c2)OCCO3)C1)N1CCN(S(=O)(=O)c2ccccc2F)CC1 (stereo not given),12%,7,7%,·,12%,5,-5%,-4%
CC(C)(C)NC(=O)c1cccc(NC(=O)Cc2ccc(Br)cc2)c1,-3%,8,17%,·,27%,3,-1%,2%
Nc1nc(SCc2ccccc2)c2[nH]cnc2n1,1%,5,0%&-15%,-24%,5%,0,-9%,-1%
COc1ccc(OC)c(NC(=O)CN(C)S(=O)(=O)c2ccc(C(=O)N3CCOCC3)s2)c1,·,·,·,?,4%,5,-11%,·
COc1cccc(C2=NOC(C(=O)NCC3CCCO3)C2)c1 (stereo not given),0%,26,-5%,9%,-10%,0,-3%,8%
Cc1n[nH]c(=O)c2c1nnn2Cc1ccccc1Cl,10%,0,-5%,15%,-2%,6,-13%,10%
CC1CCN(c2nc3ccc(C(=O)N4CCN(Cc5ccc6c(c5)OCO6)CC4)cc3s2)CC1,-1%,1,5%,6%,0%,-4,-1%,2%
CN(Cc1cnccn1)Cc1c(C(=O)N2CCc3ccccc3C2)nc2ccc(Cl)cn12,0%[57.1 µM],12,0%,4%,-7%,3,-2%,17%
COc1ccc(CNC(=O)CNC(=O)c2sc3ccccc3c2Cl)cc1OC,0%,2,-2%,-5%,11%,7,6%,-1%
COc1ccc(C(C)=O)cc1CC(=O)Nc1ccccc1-c1ccccc1,-11%,-1,8%,?,-13%,-12,-24%,11%
O=C(c1ccc(C(F)(F)F)cc1)N(CCCn1ccnc1)C(c1ccccn1)c1nc2ccccc2[nH]1 (stereo not given),11%,11,2%,-14%,?,3,6%,-1%

# Compound activity from PubChem BioAssay.
